Compound activity: PubChem, Sanford-Burnham Center for Chemical Genomics
tim10-1 inh: tim10-1 yeast growth inhibition | S. cerevisiae tim10-1 ts strain growth, BacTiter-Glo, 24 h | inhibition, % at 20 µM | 330,000 compounds, 2.2% hits | AID 463190;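 active = inhibition of at least 40%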;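 also: mutant grown at 25 °C; 0% = DMSO wells with yeast and 100% = wells holding no yeast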
tim23-1 inh: tim23-1 yeast growth inhibition. S. cerevisiae tim23-1 growth, BacTiter-Glo luminescence, 24 h. inhibition, % at 20 µM. 330,000 compounds, 1.3% hits. AID 463212;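 active = growth inhibition of the mutant yeast at or above 50%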;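 also: temperature-sensitive mutant grown at 25 °C; plate controls were DMSO-treated mutant yeast for no effect and medium wells lacking yeast for full effect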
XBP1 UPR activ: activators of adaptive arm of unfolded protein response (XBP1). 330,000 compounds, 0.33% hits. activation, % at 20 µM. CHO-XBP1 luciferase reporter, IRE1-XBP1 UPR activation, luminescence; percent of tunicamycin response, DMSO as zero;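 active = versus positive control, 20 µM dose yields 30% or more activation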;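 also: 100% = tunicamycin at 10 µg/mL and 0% = DMSO only wells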
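Material: CHO cell line with stable XBP1 luciferase reporter; schedule: 16-18 h cell attachment at 37 °C, then 6 h compound exposure; signal: glow luminescence from Steady-Glo reagent; medium: serum-containing F12 medium, 10% FBS; benchmarks: tunicamycin 10 µg/mL and vehicle-only wells; read-out: percent activation relative to tunicamycin reference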
Mdm2 MdmX PPI: inhibitors of human Mdm2/MdmX interaction. 330,000 compounds, 3% hits. SaOS-2 split-luciferase Mdm2/MdmX complementation, luminescence. O15151+Q00987. inhibition, % at 8 µM;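 active = inhibition of at least 50% at 8 µM in the primary screen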
Target sequence (O15151 whole entry, looked up): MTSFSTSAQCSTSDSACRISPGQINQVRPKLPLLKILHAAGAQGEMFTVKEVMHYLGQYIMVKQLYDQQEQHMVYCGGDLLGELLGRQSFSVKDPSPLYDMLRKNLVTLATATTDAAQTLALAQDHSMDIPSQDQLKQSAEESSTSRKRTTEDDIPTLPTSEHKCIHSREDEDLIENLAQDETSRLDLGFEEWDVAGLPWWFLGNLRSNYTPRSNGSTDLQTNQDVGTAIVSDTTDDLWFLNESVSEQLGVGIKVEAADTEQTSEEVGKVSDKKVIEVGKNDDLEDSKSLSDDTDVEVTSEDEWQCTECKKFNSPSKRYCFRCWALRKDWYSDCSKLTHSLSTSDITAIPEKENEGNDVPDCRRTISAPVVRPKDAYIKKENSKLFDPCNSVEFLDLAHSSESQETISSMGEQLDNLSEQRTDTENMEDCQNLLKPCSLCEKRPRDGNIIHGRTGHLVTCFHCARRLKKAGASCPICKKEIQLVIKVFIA
Target sequence (Q00987 whole entry, looked up): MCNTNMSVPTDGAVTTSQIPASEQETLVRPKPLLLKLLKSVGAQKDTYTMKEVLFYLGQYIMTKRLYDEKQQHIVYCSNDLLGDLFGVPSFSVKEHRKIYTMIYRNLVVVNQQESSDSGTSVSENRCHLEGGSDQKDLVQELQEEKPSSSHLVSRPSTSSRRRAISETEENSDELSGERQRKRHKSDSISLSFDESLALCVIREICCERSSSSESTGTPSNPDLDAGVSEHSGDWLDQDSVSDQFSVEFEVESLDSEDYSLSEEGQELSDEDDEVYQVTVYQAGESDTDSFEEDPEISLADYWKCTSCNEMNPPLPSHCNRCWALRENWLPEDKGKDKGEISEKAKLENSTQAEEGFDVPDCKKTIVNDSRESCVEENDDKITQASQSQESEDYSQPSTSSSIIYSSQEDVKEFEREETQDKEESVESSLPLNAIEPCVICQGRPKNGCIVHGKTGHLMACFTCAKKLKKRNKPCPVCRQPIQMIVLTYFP
UPR CHOP act: apoptotic UPR (CHOP) activation | activation, % at 10 µM | AID 449763 | CHO-CHOP luciferase reporter, luminescence; percent of tunicamycin response over DMSO baseline | 330,000 compounds, 0.34% hits;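 active = at 10 µM dose, activation of 40% or more, normalized to positive control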;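 also: 100% = tunicamycin at 10 µg/mL and 0% = DMSO alone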
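Assay system: CHO-CHOP cells, stable luciferase reporter of PERK-eIF2a-CHOP signalling / Buffer or medium: F12 plus 10% serum / Compound dosing: one dose, 10 µM in 0.5% DMSO / Times: 6 h compound treatment, 37 °C / Technique: luciferase luminescence / Read-out: % reporter activation, DMSO baseline versus tunicamycin full activation / Benchmarks: tunicamycin and DMSO controls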
APJ ag: activates the human apelin receptor APJ; activation, % at 20 µM; P35414; 330,000 compounds, 0.11% hits; CHO-K1 APJ PathHunter beta-arrestin, luminescence; 0% DMSO wells, 100% apelin;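 active = activation more than six SD over the plate average, tested at 20 µM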;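 also: 0% = DMSO alone and 100% = apelin-13 at 10 nM; some results filed as inactive read as strong as hits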
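Test system – PathHunter CHO-K1 APJ (AGTRL-1) beta-arrestin reporter cells · Input – 1000 cells/well · Compound – single test compound dose, 20 µM final, 1% DMSO · Times – compound stimulation 90 min at 25 °C, detection 60 min · Technique – beta-gal luminescence · Read-out basis – APJ–arrestin association signal · Control set – negative DMSO alone, positive Apelin-13 at 10 nM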
GRIN3A LBD mod: modulates the human NR3A ligand-binding domain; NR3A LBD differential scanning fluorimetry, Tm shift; 0% = protein alone, 100% = glycine-bound protein; Tm shift relative to glycine control, % at 25 µM; 340,000 compounds, 2.5% hits;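 active = melting temperature shift of at least 10% of the positive control shift, at one fixed dose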
TIM10 inh: growth inhibitors of TIM10 yeast strain | S. cerevisiae TIM10 strain growth, BacTiter-Glo luminescence, 24 h | inhibition, % at 10 µM | 330,000 compounds, 1.4% hits | AID 463195;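 active = inhibition of 40% or more at the single tested concentration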;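 also: wild-type TIM10 isogenic control strain grown at permissive 25 °C; 0% = DMSO yeast wells and 100% = minimal medium wells without yeast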
NALP3 yeast inh: blocks the NALP3 inflammasome reconstituted in yeast | Yeast reconstituted NLRP3/ASC/caspase-1, beta-gal luminescence, 24 h | inhibition, % at 10 µM | 330,000 compounds, 0.39% hits | AID 2825;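 active = inhibition of 50% or more; inactive = inhibition below 50%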;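 also: plate controls were induced DMSO wells for no effect and uninduced yeast grown without galactose for full effect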
* hit, by the source's call; nt = not tested or not shown.

SMILES	tim10-1 inh	tim23-1 inh	XBP1 UPR activ	Mdm2 MdmX PPI	UPR CHOP act	APJ ag	GRIN3A LBD mod	TIM10 inh	NALP3 yeast inh
CN(C(=O)CCCN1C(=O)c2cccc3cccc(c23)C1=O)c1ccccc1	32	8	0	16	-1.7	-1	-1	13	5
COC(=O)C1(C(F)(F)F)N=C(N(C)C)OC(N(C)C)=N1	-2	-14	-3	2	-1.6	3	0	-4	7
Cc1csc(NS(=O)(=O)c2ccc(Cl)cc2)n1	12	5	-3	13	-1.8	1	-1	-1	1
CC(=O)NC1=NN(C(C)=O)C(c2ccccc2)S1 (stereo not given)	-1	10	-1	10	1.4	-1	2	11	6
CCc1ccc(CNC(=O)CCc2nnc(CCc3ccc(OC)cc3)o2)nc1	13	-7	1	5	-1.2	-3	-2	9	1
CN(Cc1ccccc1)C(=O)c1nc[nH]c1C(=O)N1CCN(C(=O)OC(C)(C)C)CC1	0	-6	-3	15	-1.7	-4	1	4	20
O=C(NC1CCC(O)CC1)c1ccc(S(=O)(=O)NCc2ccco2)cc1 (stereo not given)	3	-2	-3	21	-0.3	-1	0	7	24
COc1ccc(S(=O)(=O)N(CC(=O)NCc2ccccn2)Cc2ccccc2)cc1	8	16	-8	-2	-2.1	0	-2	-10	6
Cc1cc(C[n+]2ccccc2)c2nsnc2c1	-5	3	0	8	-2.6	-7	-1	-4	5
CCN(C(=O)COC(=O)c1c(-c2ccccc2)noc1C)C1CCS(=O)(=O)C1 (stereo not given)	6	7	-1	12	-1.6	-5	0	-15	11
CCC(C)(C)NC(=O)CSc1nc(Cc2ccccc2)nc2ccccc12	-3	30	-5	17	0.9	-1	0	12	24
C#CCOCCOCCOCCNc1nc(N2CCN(C(=O)Cn3cc(CCCN=C(N)N)nn3)CC2)nc(N2CCN(C(=O)[C@H]([C@@H](C)O)n3cc(CCCCN)nn3)CC2)n1	-8	6	-1	15	-0.3	-1	-1	0	3
CC(C)C(=O)Nc1cccnc1	4	3	0	15	0.2	-2	2	1	16
O=C(N/N=C/c1cccnc1)c1ccccc1NS(=O)(=O)c1cccs1	-5	19	-1	2	-2.3	-2	2	4	-1
CCCn1c(SCC(=O)Nc2ccc3c(c2)OCCO3)n[nH]c1=O	-3	-1	-1	1	1.8	-5	3	-1	11
C[C@H]1CN([C@@H](C)CO)C(=O)Cc2cc(NS(C)(=O)=O)ccc2O[C@@H]1CN(C)CC1CC1	-7	-14	-4	-22	0.3	-3	-1	-7	7
Cc1cc(CN2CCCCC2C(=O)Nc2ccc(Oc3cccnc3)cc2)oc1C (stereo not given)	20	28	-1	0	2.2	1	1	10	4
Cc1cc(=O)oc2cc(OC(C)C(=O)Nc3ccc(N4CCCCC4)cc3)ccc12 (stereo not given)	-15	-20	-7	12	1.4	2	1	-2	10
CSc1ccccc1C(=O)C1CCCN(C(=O)CCc2cccnc2)C1 (stereo not given)	-18	7	-3	15	-1.0	-3	0	-8	9
COc1ccc(OC)c(C2=Nn3c(nnc3-c3ccncc3)SC2)c1	20	20	2	15	-0.9	-1	0	2	15
Oc1ccc(/C=N/NC2=NCCCCC2)c(O)c1	3	-2	-4	-33	1.0	9	1	7	6
Cc1cccnc1NC(=O)Nc1cccc(C(F)(F)F)c1	9	8	0	8	0.4	-1	4	-5	17
O=C(NNC(=O)c1ccc(SCC2CCCO2)c([N+](=O)[O-])c1)c1ccc(Cl)c([N+](=O)[O-])c1 (stereo not given)	15	1	-2	46	2.0	-4	2	9	-7
COc1ccc(/C=C/C(=O)Nc2nc(C)c(C(=O)N(C)C)s2)cc1	17	16	0	2	0.5	-1	-3	17	3
CC1CCc2c(C(=O)Nc3ccc(N4CCOCC4)cc3)csc2C1 (stereo not given)	18	11	0	-8	1.2	-2	2	11	69*
O=C(c1ccccc1)N(C1=NCCCCS1)c1ccccc1	24	25	0	4	3.2	-3	-2	17	21
CC(C)(C)NC(=O)/C(=C\c1cccnc1)NC(=O)c1ccco1	15	9	3	6	0.2	-3	-1	0	11
CCOc1cc2[nH]c(=S)n(CCC(=O)NCc3ccco3)c(=O)c2cc1OCC	6	-19	-2	37	0.9	-2	-1	-8	-1
CCOC(=O)CSc1nnc(Cn2c(=O)sc3ccccc32)n1-c1ccccc1C	17	14	-3	1	-1.8	-3	1	-4	18
O=C(Nc1cccc(C(=O)N2CCCC2)c1)c1ccccc1Cl	18	25	0	12	-1.3	1	-1	5	5
c1ccc2c(c1)oc1c(NCCN3CCOCC3)ncnc12	18	13	0	4	0.0	0	-2	-7	18
COc1ccc(C(=O)N/C(=C\c2ccccc2)C(=O)NCc2cccnc2)cc1	-3	-4	2	16	2.3	0	0	-3	13
COc1ccc(N2CCN(S(=O)(=O)c3ccc4c(c3)NC(=O)C(C)S4)CC2)cc1 (stereo not given)	24	19	-5	29	-0.6	13	-2	20	12
CC(=O)c1ccc(NC(=O)C(C)OC(=O)CCCN=C2NS(=O)(=O)c3ccccc32)cc1 (stereo not given)	-8	8	-1	22	-0.2	4	-1	-5	14
CCOc1cc(S(=O)(=O)NC2CCCCC2)ccc1F	3	18	-3	-17	-1.0	-1	4	-1	12
O=C(CCN1C(=O)[C@@H]2Cc3ccccc3CN2C1=O)N[C@@H](C(=O)O)c1ccccc1	-23	-3	-2	-1	-1.0	-3	1	-6	-6
Nc1nnc(SCC(=O)OCC(=O)c2ccccc2Br)s1	21	31	-2	-9	-0.8	0	2	21	0
COc1ccc(CNC(=O)C(C)OC(=O)CO/N=C(\C)c2ccc3c(c2)OCO3)cc1 (stereo not given)	10	22	-1	3	1.8	2	4	-10	1
CCN(CC)C(=O)c1cc(Cl)ccn1	13	0	-2	-9	0.4	-1	-1	-2	8
O=C(COC(=O)c1cccc([N+](=O)[O-])c1)c1ccc2c(c1)OCO2	21	41	3	-2	6.9	-4	nt	10	8
CCOC(=O)c1ccc(S(=O)(=O)NC2CC2)cc1	-14	-2	-2	7	0.5	-2	3	9	-2
N/C(=N\OC(=O)COc1ccc2ccccc2c1)c1ccncc1	11	-2	0	18	1.3	-3	-9	18	30
C=CCOc1ccc(/C(O)=C2/C(=O)C(=O)N(CCCn3ccnc3)C2c2cccs2)cc1 (stereo not given)	4	-3	-3	14	0.7	-4	0	7	-26
CCCn1cc(NC(=O)C2CC(c3cccc(Br)c3)=NO2)cn1 (stereo not given)	18	36	-1	15	-0.4	-7	1	10	-13
CC(=O)c1c(O)cc(C)n(Cc2ccccc2)c1=O	14	4	1	17	1.4	-2	1	2	0
CCc1nnc(NS(=O)(=O)c2ccc(NC(=S)NC(=O)c3ccc(OC)cc3)cc2)s1	-2	9	-1	9	2.1	-7	3	13	-12
CC1CCCC(C)N1/N=C/c1cc(Br)cc(Br)c1O (stereo not given)	34	39	-1	24	0.6	-2	-2	30	2
CCC(C)Sc1nc2c(c(=O)[nH]c(=O)n2C)n1C (stereo not given)	11	-17	4	4	0.8	0	0	-19	2
O=C(N(c1ccccn1)c1ccccn1)C12CC3CC(CC(Cl)(C3)C1)C2	30	21	4	-38	0.4	-3	1	23	13
COC(=O)c1cnc2c(c1C(=O)OC)c(=O)n(C)c(=O)n2C	16	12	0	2	1.9	1	2	-8	14
Cc1cccn2c(=O)c(C=NCCO)c(NCc3ccco3)nc12	20	32	5	-17	0.1	11	1	-7	13
Cc1cc(NS(=O)(=O)c2ccc(NC(=O)c3cnc4scc(C)n4c3=O)cc2)nc(C)n1	-4	14	-3	-25	-0.2	5	0	-2	8
COc1ccc(C(=O)Nc2cc(Cl)ccc2-n2cncn2)c(OC)c1OC	35	42	-3	6	-1.5	3	2	17	35
COC(=O)c1sccc1NC(=O)c1c(Cl)cnn1C	21	1	5	31	-0.4	1	3	5	2
CCOc1cccc(N2C(=O)CC(NCc3ccc(S(N)(=O)=O)cc3)C2=O)c1 (stereo not given)	5	17	2	22	-0.3	-1	2	1	5
Cc1ccc(C)c(S(=O)(=O)NCC(=O)Nc2ccc3c(c2)OCO3)c1	-14	17	-2	16	2.3	-5	-5	-10	15
COc1ccc(OC)c(S(=O)(=O)Nc2cccnc2)c1	4	4	0	10	-2.0	-5	0	-9	-2
COc1cc2cc(CCOC(=O)N3CCCCC3)oc(=O)c2cc1OC	9	11	0	12	-0.3	-4	-2	-10	6
O=C(Nc1ccc(N2CCCC2)cc1)c1ccccc1F	-6	4	-4	-105	1.3	8	-26	7	-1
CN(C)CC(O)CN(c1ccccc1)c1ccccc1 (stereo not given)	-8	12	0	5	-0.7	-4	2	-2	15

Exported field by field: part of the list above
structure: CN(C)CC(O)CN(c1ccccc1)c1ccccc1 (stereo not given)
  tim10-1 inh: -8 | tim23-1 inh: 12 | XBP1 UPR activ: 0 | Mdm2 MdmX PPI: 5 | UPR CHOP act: -0.7 | APJ ag: -4 | GRIN3A LBD mod: 2 | TIM10 inh: -2 | NALP3 yeast inh: 15

structure: Cc1cc(NS(=O)(=O)c2ccc(NC(=O)c3cnc4scc(C)n4c3=O)cc2)nc(C)n1
  tim10-1 inh: -4 | tim23-1 inh: 14 | XBP1 UPR activ: -3 | Mdm2 MdmX PPI: -25 | UPR CHOP act: -0.2 | APJ ag: 5 | GRIN3A LBD mod: 0 | TIM10 inh: -2 | NALP3 yeast inh: 8

structure: COc1ccc(OC)c(S(=O)(=O)Nc2cccnc2)c1
  tim10-1 inh: 4 | tim23-1 inh: 4 | XBP1 UPR activ: 0 | Mdm2 MdmX PPI: 10 | UPR CHOP act: -2.0 | APJ ag: -5 | GRIN3A LBD mod: 0 | TIM10 inh: -9 | NALP3 yeast inh: -2

structure: O=C(Nc1ccc(N2CCCC2)cc1)c1ccccc1F
  tim10-1 inh: -6 | tim23-1 inh: 4 | XBP1 UPR activ: -4 | Mdm2 MdmX PPI: -105 | UPR CHOP act: 1.3 | APJ ag: 8 | GRIN3A LBD mod: -26 | TIM10 inh: 7 | NALP3 yeast inh: -1

Further records:
SMILES	tim10-1 inh	tim23-1 inh	XBP1 UPR activ	Mdm2 MdmX PPI	UPR CHOP act	APJ ag	GRIN3A LBD mod	TIM10 inh	NALP3 yeast inh
CN(c1ccccc1)c1nc(N)c([N+](=O)[O-])c(NC2CCCCC2)n1	0	4	10	12	1.3	-1	-4	13	-12
Cc1csc(=O)n1CC(=O)OCC(=O)N(CC(C)C)c1c(N)n(Cc2ccccc2)c(=O)[nH]c1=O	11	10	0	8	-0.2	-4	0	2	5
COc1ccc(CN(CC(=O)NCc2ccc(F)cc2)C(=O)CCC(=O)Nc2ccccn2)cc1	-25	2	-4	14	-2.3	0	-2	7	19
Cc1oc(-c2ccc3c(c2)OCCO3)cc1C(=O)NC(Cc1ccccc1)C(=O)O (stereo not given)	16	10	-3	9	1.4	-2	1	7	23
Cc1nnc2ccc(-c3ccc(NC(=O)Cc4cccs4)cc3)nn12	17	4	1	39	0.9	-4	-1	-1	1
Cc1nn(C(C)C(=O)O)c(=O)c2ccccc12 (stereo not given)	17	4	-3	0	11	1	0	1	7
Cc1cc(S(=O)(=O)NC[C@H]2O[C@@H](n3cnc4c(N)ncnc43)[C@H](O)[C@@H]2O)c(C)s1	-1	1	-3	1	0.2	-2	0	5	-6
